Screening results as filed in PubChem BioAssay.
TRHR enhancer: allosteric enhancers of human TRH receptor | P34981 | TRHR cells, fluo-8 calcium fluorescence, EC20 TRH enhancement | enhancement, % at 2 µM | 0.66% of 360,000 active | AID 493056; in the data active = enhancement above about 30%; also: 0% is about no effect
Target sequence (P34981 whole entry, looked up): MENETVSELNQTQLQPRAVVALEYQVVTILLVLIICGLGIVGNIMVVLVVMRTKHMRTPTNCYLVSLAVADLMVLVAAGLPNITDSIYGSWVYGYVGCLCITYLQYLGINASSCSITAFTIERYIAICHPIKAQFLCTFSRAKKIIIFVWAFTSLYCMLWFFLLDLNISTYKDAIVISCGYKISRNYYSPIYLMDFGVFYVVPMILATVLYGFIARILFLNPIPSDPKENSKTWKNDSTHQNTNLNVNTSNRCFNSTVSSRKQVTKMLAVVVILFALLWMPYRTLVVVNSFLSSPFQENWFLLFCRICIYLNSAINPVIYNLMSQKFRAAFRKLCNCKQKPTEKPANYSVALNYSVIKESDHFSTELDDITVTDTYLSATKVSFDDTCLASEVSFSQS
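Enhancer read-out: after compound pinning and an initial kinetic agonist-mode read, an EC20 of TRH (10 nM final) was injected and fluo-8 calcium signal (Ex 480/Em 530) followed at 1 s/cycle for 100 cycles in TRHR-expressing cells.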
D2 PAM: positive allosteric modulators of human D2 dopamine receptor; AID 485347; potentiation, % at 10 µM; P14416; 0.34% of 340,000 active; HEK293 T-REx D2, calcium flux, EC20 dopamine potentiation;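 active = potentiation over 3 SD above the plate norm, cut at about 30% in these data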; also: 0% is about no effect
Target sequence (P14416 whole entry, looked up): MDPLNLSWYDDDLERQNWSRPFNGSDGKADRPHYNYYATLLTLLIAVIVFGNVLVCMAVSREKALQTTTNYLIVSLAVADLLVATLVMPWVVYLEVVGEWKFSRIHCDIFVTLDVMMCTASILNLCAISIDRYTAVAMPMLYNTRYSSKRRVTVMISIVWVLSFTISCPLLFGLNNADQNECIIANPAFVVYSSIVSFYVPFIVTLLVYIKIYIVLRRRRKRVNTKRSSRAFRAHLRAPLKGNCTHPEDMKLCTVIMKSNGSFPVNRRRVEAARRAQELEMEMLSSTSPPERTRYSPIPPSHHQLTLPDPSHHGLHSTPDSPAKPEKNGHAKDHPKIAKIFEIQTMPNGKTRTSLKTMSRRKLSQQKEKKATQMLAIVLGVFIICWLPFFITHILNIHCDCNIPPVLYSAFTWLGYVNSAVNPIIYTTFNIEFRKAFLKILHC
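Primary screen. Calcium kinetics in induced HEK293 T-REx D2 cells: compound pre-addition 180 s, EC20 dopamine, 180 s more.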
D1 antag: antagonists of human D1 dopamine receptor; P21728; HEK293 TREx D1 cells, calcium flux, dopamine EC80; active compounds read low; activity change, negative = inhibition, % at 10 µM; 3.2% of 360,000 active; AID 504652; in the data active = activity change below about -30%; also: % is scaled to controls: 0 for no effect and ±100 for the full control effect
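Tetracycline-induced HEK293 T-REx cells with force-coupled D1 receptor were loaded with a no-wash calcium dye. Compound was added after a 10 s baseline and read kinetically for 180 s; EC80 dopamine was then added and calcium flux followed another 180 s.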
TRHR agonist: activates the human TRH receptor; P34981; 0.18% of 360,000 active; TRHR cells, calcium flux fluo-8, FDSS agonist mode; activation, % at 2 µM; also: 0% is about no effect
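In this calcium-flux screen, cells bearing human TRHR are dye-loaded with fluo-8, baselined for 10 cycles, then exposed to library compounds; positive kinetic calcium responses during the agonist phase mark hits, with TRH as control.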
D1 PAM: enhances dopamine response at the human D1 receptor; AID 504651; potentiation, % at 10 µM; 0.036% of 360,000 active; HEK293 TREx D1 cells, calcium flux, dopamine EC20 potentiation; P21728; in the data active = potentiation above about 30%; also: 0% is about no effect
RXFP1 antag: blocks the human relaxin receptor RXFP1; HEK293-RXFP1, relaxin-stimulated cAMP HTRF, 30 min; active compounds read low; activity change, negative = inhibition, % at 57.5 µM; 0.59% of 350,000 active;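 active = activity change of -60% or lower, but not beyond a set lower limit; inconclusive = change between -60% and -40%, or beyond the set limit; inactive = change above -40%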; also: % is scaled to controls: 0 for no effect and ±100 for the full control effect
D2 antag: antagonists of human D2 dopamine receptor | inhibition, % at 10 µM | 2% of 340,000 active | P14416 | AID 485344 | HEK293 TREx D2 cells, calcium flux, dopamine EC80; in the data active = inhibition above about 30%; also: 0% is about no effect
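Measurement of antagonist activity uses fluorescent calcium dye in inducible HEK293 T-REx D2 cells: 10 s baseline, compound addition with 180 s read, EC80 dopamine addition with a further 180 s read.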
D2 ag: D2 dopamine receptor (human) agonism. HEK293 T-REx D2 cells, calcium flux agonist mode. P14416. 0.53% of 340,000 active. activation, % at 2 µM;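 active = activation over 3 SD above normal in the single-dose calcium agonist read, cut at about 30% in these data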; also: 0% is about no effect
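In this primary screen, compounds producing a positive calcium signal within 180 s of addition to tetracycline-induced, force-coupled HEK293 Trex D2 cells are flagged; cells are dye-loaded with a no-wash calcium kit beforehand.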
D1 agonist: human D1 receptor agonism; P21728; HEK293 T-REx D1 cells, calcium flux, agonist mode; activation, % at 2 µM; 1% of 360,000 active; AID 504660; also: 0% is about no effect
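Tetracycline-induced HEK293 TREx D1 cells, force-coupled to calcium signalling, were dye-loaded with a no-wash calcium kit. Compound was pin-added after a 10 s baseline. Fluorescence was read kinetically at 1 cycle/s for 180 s, with calcium rises flagged as agonism.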
* = called active by the depositor; ? = inconclusive; . = not tested or not shown. Rule as the data show it, unless noted: active = activation above about 30%; inactive = the rest. This is a random part of the collection; 7.1% or so of the library scored in one or more.

Below each SMILES: TRHR enhancer	D2 PAM	D1 antag	TRHR agonist	D1 PAM	RXFP1 antag	D2 antag	D2 ag	D1 agonist
- COc1ccccc1N=C1SC(C)CN1C(=O)C1CCC1 (stereo not drawn)
 : 9.0	0.8	7.6	-1.3	-6.0	.	6.1	-1.6	0.9
- C=CCn1c(Cc2cccs2)nnc1SCC(=O)Nc1ccc(C(=O)OCC)cc1
 : 4.5	5.7	-0.7	0.2	-0.8	6.2	-12.1	-0.1	3.9
- COc1ccc(C[C@@H]2CN3C(=NC[C@@H]3C)N2C[C@H](C)NC(=O)c2ccc(C)c(Br)c2)cc1
 : -1.5	-17.0	-6.8	-0.1	-3.4	.	-1.8	0.1	1.7
- Cc1ccccc1OCc1nnc(SCC(=O)Nc2c(C)n(C)n(-c3ccccc3)c2=O)n1-c1ccccc1
 : 1.5	2.4	10.9	-1.0	-4.0	?	0.4	-0.6	-0.8
- CC(C)N1CSC(=S)N(Cc2ccccc2)C1
 : 0.3	7.1	-10.5	0.2	2.1	7.4	-7.7	0.2	2.0
- COc1ccccc1C(=O)NCCC(=O)Nc1ncccc1O
 : -1.0	-4.5	-4.3	-0.1	-6.2	-8.4	9.9	0.2	3.1
- CCn1c(=O)c(C(=O)CC#N)c(N)n(Cc2ccccc2)c1=O
 : 6.6	5.7	4.6	-0.6	-9.6	-4.5	12.8	-0.4	0.9
- CN1CCN(C(=O)C(=O)Nc2c3c(nn2-c2ccc(F)cc2)CSC3)CC1
 : 1.9	11.1	.	0.0	7.0	3.9	.	0.1	-2.2
- CCN(CC)C(=O)Cn1cc(C(=O)C(=O)NCCCN2CCOCC2)c2ccccc21
 : -1.3	-0.6	-34.1*	-0.1	0.2	-3.7	-13.0	1.7	1.8
- CC(C)(C)OC(=O)NCC(=O)NNC(=O)c1nc2ccccc2[nH]1
 : 1.6	.	1.7	0.8	-3.7	.	.	.	0.4
- O=C(CC(=O)NC1CCCCC1)N/N=C/c1ccccc1Cl
 : 2.0	-2.1	-5.2	-0.9	5.2	.	-3.6	0.1	2.2
- O=C(COC(=O)c1cc([N+](=O)[O-])ccc1N1CCOCC1)NCc1ccc(F)cc1
 : 5.9	-6.9	-0.7	-0.7	-1.6	-6.7	-5.1	-0.9	0.0
- CC(C)[C@H](NC(=O)c1ccco1)C(=O)NC12CC3CC(CC(C3)C1)C2
 : 2.8	-10.5	-6.7	-0.4	-6.0	3.2	16.4	-0.2	1.4
- COc1ccc(NC(=O)CN(C)C(=O)CNC(=O)c2ccc(C)s2)cc1
 : 20.8	3.5	-10.1	0.1	-1.2	-0.8	1.7	1.4	-0.5
- Cc1ccc(S(=O)(=O)N2CCN(S(=O)(=O)N3CCOCC3)CC2)cc1
 : 0.1	-6.2	-9.2	1.6	2.4	-1.9	1.6	0.5	1.6
- Oc1oc(C=Nc2ccc(F)cc2F)c2ccccc12
 : -1.0	6.1	-4.8	0.1	-0.3	7.4	-32.2	-0.4	1.6
- Cc1ccc(C)c(N(CC(=O)N(C)C)S(C)(=O)=O)c1
 : 13.4	3.3	-1.4	5.4	4.2	11.8	8.5	0.9	5.5
- Cc1ccc(-n2c(C)cc(=O)cc2C)cc1[N+](=O)[O-]
 : 0.4	3.1	5.3	19.6	-3.9	-19.9	-6.5	0.0	-0.3
- COC(=O)c1ccc(S(=O)(=O)N2CCCCC2)o1
 : 35.9*	1.2	3.9	-0.3	-0.1	-6.3	6.4	-0.2	2.0
- O=C(Cc1cccs1)Nc1nnc(SCc2cccc3ccccc23)s1
 : -6.1	7.6	-7.9	-0.2	0.2	-26.9	-9.1	-0.1	4.5
- Cc1ccc(-n2ncc(C(=O)N3CCN(c4ccc(Cl)cc4)CC3)c2C2CCN(C(=O)OC(C)(C)C)CC2)c(C)c1
 : 15.3	5.5	5.5	0.7	-3.1	-4.5	.	0.4	2.2
- CCOCC(=O)Nc1ccc(S(=O)(=O)Nc2ncccn2)cc1
 : -4.9	.	3.4	0.5	9.0	6.4	.	.	3.4
- CCOc1c2ccccc2nn1CCO
 : -1.1	14.2	-16.8	-0.7	2.1	.	-0.7	-1.1	-0.8
- Cc1ccccc1N1C(=O)C(Oc2ccc(Cl)cc2)C1CNCCCOC(C)C (stereo not drawn)
 : 5.2	-14.4	-1.3	-0.3	-5.3	-34.5	8.4	0.1	7.5
- Cc1nccn1-c1cc(C(C)(C)C)nc2c(-c3ccccc3)cnn12
 : -0.7	6.4	6.2	-0.1	4.9	-24.8	-0.3	1.2	1.3
- C#CC(C)(CC)NC(=O)c1cnn2c(C(F)F)cc(-c3ccccc3OC)nc12 (stereo not drawn)
 : 5.0	-2.3	7.7	0.5	0.1	9.5	.	1.3	6.3
- COc1ccc2nc(N3CCC(C)CC3)c(C#N)cc2c1
 : 1.3	-7.5	6.7	9.7	0.3	-14.8	-2.6	7.1	16.4
- CCOc1ccc2nc(SCC(=O)NC(=O)NCc3ccco3)[nH]c2c1
 : -5.7	-13.4	-4.1	-0.3	-6.3	-4.0	4.7	1.7	0.5
- CCOC(=O)c1c(NC(=O)CSc2nc3cc(Cl)ccc3c(=O)n2Cc2ccco2)sc(C(=O)N(C)C)c1C
 : 8.7	8.5	7.0	0.5	3.0	-29.1	-2.9	1.0	2.5
- CCCNC(=O)CSc1nnc(C)s1
 : 1.9	-4.7	-7.9	0.8	1.2	8.7	-0.4	1.0	1.3

Given bar-delimited: two of the compounds above.
Molecule | TRHR enhancer | D2 PAM | D1 antag | TRHR agonist | D1 PAM | RXFP1 antag | D2 antag | D2 ag | D1 agonist
COC(=O)c1ccc(S(=O)(=O)N2CCCCC2)o1 | 35.9* | 1.2 | 3.9 | -0.3 | -0.1 | -6.3 | 6.4 | -0.2 | 2.0
CCCNC(=O)CSc1nnc(C)s1 | 1.9 | -4.7 | -7.9 | 0.8 | 1.2 | 8.7 | -0.4 | 1.0 | 1.3

The list continues:
Below each SMILES: TRHR enhancer	D2 PAM	D1 antag	TRHR agonist	D1 PAM	RXFP1 antag	D2 antag	D2 ag	D1 agonist
- O=C(NCCOCCOCCNC(=O)c1ccccc1)c1ccccc1
 : 3.6	7.2	-15.6	0.1	-3.5	3.0	14.9	-1.0	1.5
- Cc1ccn2c(NC(=O)C(C)(C)Oc3ccc(Cl)cc3)c(-c3cccs3)nc2c1
 : -4.7	15.1	17.2	-0.3	4.2	1.3	-5.5	-1.3	1.8
- CCc1ccccc1NC(=O)Cn1c(=O)n(-c2cccc(C)c2)c(=O)c2c1c1cc(OC)ccc1n2C
 : 1.2	-0.3	-1.6	0.2	-0.8	.	.	0.6	-0.3
- N#C/C(=C\c1ccc(O)c(Br)c1)C(=O)N1CCCCC1
 : 3.9	8.8	15.9	-0.2	0.8	-4.2	-0.8	0.5	5.1
- COc1ccc(N/C=C/C(=C(C#N)C#N)N(C)C)cc1
 : -4.0	-12.2	7.4	0.9	-3.8	5.7	-0.8	0.1	3.0
- CC(OC(=O)c1ccc(-c2ccc(O)cc2)cc1)C(=O)NC1CCCCC1C (stereo not drawn)
 : -4.4	-14.0	-25.6	-0.1	-8.7	-30.8	-2.4	-0.2	2.7
- COc1ccccc1CC(=O)NNS(=O)(=O)c1ccccc1[N+](=O)[O-]
 : -3.0	-6.0	-7.2	0.2	2.0	-8.3	-14.5	0.8	3.8
- CCOC(=O)N1CCN(S(=O)(=O)c2ccc(C(=O)Nc3nc4ccccc4s3)cc2)CC1
 : 3.5	-3.5	4.2	0.3	0.3	-8.5	-10.3	0.4	5.2
- O=C(NCc1ccccc1Cl)C1CCN(S(=O)(=O)c2ccc(-n3cnnn3)cc2)CC1
 : 0.1	.	-22.2	0.7	-13.5	-0.4	18.7	-2.9	4.0
- Cc1ccc(S(=O)(=O)N2[C@@H](c3ccccc3)C(C(=O)O)=CC[C@H]2c2ccc3c(c2)OCO3)cc1
 : 1.4	-13.1	7.2	-0.2	4.5	.	9.7	0.0	0.0
- Cc1nn(CC(=O)Nc2ccccn2)c(C)c1[N+](=O)[O-]
 : 4.5	22.7	-0.4	0.5	5.7	5.9	-2.6	0.4	4.1
- O=C(NC1CCCCC1)C(c1ccc(Cl)cc1)N(C(=O)c1ccccn1)c1cccnc1 (stereo not drawn)
 : 2.7	2.8	7.8	1.3	2.0	.	-1.3	1.4	7.2
- C/C(=N\NC(=O)c1cc(-c2ccncc2)nc2ccccc12)c1ccc(N2CCOCC2)cc1
 : 4.0	3.2	6.1	-0.2	-1.4	2.0	23.3	0.3	1.9
- COc1ccccc1CNC(=O)CN1C(=O)CSc2ccc(S(=O)(=O)N3CCCCC3)cc21
 : 6.3	-1.9	-22.8	-1.1	-1.1	.	.	-1.0	-3.3
- COC(=O)c1ccc(NCC(=O)c2ccccc2)cc1
 : -2.8	6.4	7.3	-0.2	1.7	-10.2	5.8	-0.6	4.4

Entries shown so far with an NH in an aromatic ring (2):
Below each SMILES: TRHR enhancer	D2 PAM	D1 antag	TRHR agonist	D1 PAM	RXFP1 antag	D2 antag	D2 ag	D1 agonist
- CC(C)(C)OC(=O)NCC(=O)NNC(=O)c1nc2ccccc2[nH]1
 : 1.6	.	1.7	0.8	-3.7	.	.	.	0.4
- CCOc1ccc2nc(SCC(=O)NC(=O)NCc3ccco3)[nH]c2c1
 : -5.7	-13.4	-4.1	-0.3	-6.3	-4.0	4.7	1.7	0.5

Further results.
Below each SMILES: TRHR enhancer	D2 PAM	D1 antag	TRHR agonist	D1 PAM	RXFP1 antag	D2 antag	D2 ag	D1 agonist
- Cc1ccc(NC(=O)NCc2cccnc2)cc1
 : -4.8	-2.5	-3.5	0.0	-0.5	-9.4	8.7	0.8	-0.3
- CNC(=S)N/N=C/c1ccccc1OCC(=O)O
 : 4.9	14.0	3.6	0.1	-4.5	5.1	31.4*	2.0	3.6
- COc1ccc(-c2nc3cnccn3c2Nc2ccc3c(c2)OCO3)cc1
 : 7.1	6.3	23.7	-0.8	2.0	2.7	14.0	0.0	0.0
- COc1cc2ccccc2cc1C(=O)N(CCN(C)C)c1nc2c(OC)ccc(OC)c2s1
 : -4.2	-3.7	13.1	0.4	-9.4	-20.1	4.1	0.8	6.6
- CCn1c(=O)c2c(nc(SCc3ccccn3)n2C)n(C)c1=O
 : 12.1	-3.8	-8.4	0.1	-7.8	5.5	-4.7	0.3	4.5
- COc1cccc(-c2nc(CS(=O)(=O)CC(=O)NCc3ccc(Cl)cc3)c(C)o2)c1
 : 0.3	9.1	10.7	0.5	4.0	2.0	-3.9	1.3	4.1
- COc1ccc(C(=O)Cn2cc([N+](=O)[O-])nc2C)cc1
 : -0.3	-14.7	2.2	1.1	4.8	-7.8	-12.7	-0.1	4.6
- COc1ccc(N2CCN(CC(=O)Nc3ncc(C)s3)CC2)cc1
 : 3.2	-3.2	6.4	-0.3	2.3	9.9	10.4	0.3	0.2
- CC(NC(=O)c1ccc(F)cc1)c1ccc2c(c1)CCCC2 (stereo not drawn)
 : -6.7	-2.0	-1.1	-0.5	-5.5	-22.9	-9.2	0.7	2.7
- O=C(Nc1nnc(C2CCCCC2)s1)c1ccc(Br)s1
 : -6.6	-11.9	15.4	0.0	0.6	8.7	6.8	0.3	2.6
- CCN(CC)CCCNC(=O)CN1C(=O)COc2ccc(S(=O)(=O)N3CCC(C)CC3)cc21
 : 23.8	-6.6	8.5	-0.8	10.6	.	.	0.1	3.3
- CCc1nc(SCC(=O)N2c3ccccc3Sc3ccccc32)c2ccccc2n1
 : -4.4	11.6	8.0	-0.4	1.5	-11.1	9.6	0.9	1.0
